Source: PubChem BioAssay
PGC1a acetyl inh: modulators of PGC1a acetylation; hit rate 0.17% among 350,000; inhibition, % at 15.6 µM; U2OS PGC1a acetylation, AlphaScreen anti-acetyl-lysine; with virally co-expressed GCN5 acetyltransferase;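 active = every replicate shows inhibition of at least 40%; inconclusive = mean inhibition at least 40% but some replicate below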;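 also: 0% = neutral control wells and 100% = positive control wells; some results beyond the cut were filed as inactive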
LGR2 antag: inhibitors of bursicon-induced Drosophila LGR2 receptor cAMP signaling; inhibition, % at 9.99 µM; HEK293 LGR2, CRE-luciferase, bursicon-stimulated, 4 h; AID 720647; hit rate 0.35% among 380,000;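 active = drop in luminescence signal, shown as inhibition above about 50% in the replicate tests, limit read from the data, passing the limit was not always enough; inconclusive = probably only some replicates passing the limit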;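 also: agonist challenge used bursicon conditioned medium at about half maximal strength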
Casp6 inh: inhibitors of human caspase-6 | purified caspase-6, Z-VEID-R110 cleavage fluorescence | inhibition, % at 12.5 µM | P55212 | AID 686996 | hit rate 0.53% among 350,000;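 active = mean inhibition across replicates at least about 35%, with every replicate also reaching that limit, limit read from the data; inconclusive = only one of the two criteria met; inactive = neither criterion met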;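 also: 0% = median of neutral control wells and 100% = no fluorescence left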
Target sequence (P55212 24-179 limits assumed): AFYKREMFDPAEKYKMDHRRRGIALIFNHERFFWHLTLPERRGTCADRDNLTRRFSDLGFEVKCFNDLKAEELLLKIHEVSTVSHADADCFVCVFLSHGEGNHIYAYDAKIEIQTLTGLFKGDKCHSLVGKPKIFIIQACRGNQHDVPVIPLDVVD
Target sequence (P55212 194-293 limits assumed): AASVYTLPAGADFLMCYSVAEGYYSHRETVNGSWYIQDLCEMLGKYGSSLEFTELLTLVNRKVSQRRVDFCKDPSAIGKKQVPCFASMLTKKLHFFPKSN
miR122 inh: miR-122 inhibition in Huh7 cells; Huh7 miR-122 Renilla luciferase sensor, 48 h; neutral wells = 0, positive control = 100; activation (reporter increase), % at 12.5 µM; hit rate 0.3% among 340,000;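 active = mean replicate activation score at least 90 and every replicate individually at or above 90; inconclusive = only one of the two criteria met; inactive = neither criterion met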;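 also: higher luciferase means less miR-122 activity so hits act as miR-122 inhibitors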
Cneo AK release: Cryptococcus neoformans lysis via adenylate kinase release. lysis activity, % at 15 µM. C. neoformans lysis, adenylate kinase release luminescence, 4 h; normalised: neutral wells 0, clomiphene wells 100. hit rate 0.2% among 360,000;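 active = mean lysis activity across replicates of at least 80%, whatever share of replicates individually reach that level; inactive = mean lysis activity below 80%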
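Test system: log-phase Cryptococcus neoformans yeast cells. Input: 5 × 10^6 yeast cells/mL. Medium: fresh YPD growth medium. Doses: single dose. Incubation: static 4 h at 37 °C with compound, 1 h detection. Measured by: luminescent adenylate kinase detection reagent. Read-out: signal increase indicating cell lysis. Benchmarks: Clomiphene.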
FN deposit inh: fibronectin deposition inhibition. AH1F fibroblasts, Alexa488-fibronectin deposition fluorescence, overnight. AID 743247. hit rate 0.086% among 350,000. inhibition, % at 12.6 µM;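 active = mean inhibition across replicates of 30% or more, regardless of how many single replicates reach that level; inconclusive = mean under 30% yet at least half of replicates reach 30%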;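 also: positive control wells lacked labelled fibronectin entirely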
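Material: AH1F fibroblast monolayer depositing Alexa488-labelled fibronectin into matrix | Input: 10000 AH1F cells/well | Medium: DMEM plus 2% serum, read in PBS | Reagent: Alexa488-fibronectin, 24 nM final in well | Compound dosing: One dose per compound, pinned | Schedule: 1 h adhesion, overnight exposure | Measured by: Fluorescence at 485 nm excitation, 525 nm emission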
PAX8 reporter: lowers PAX8-driven luciferase in RMG-I cells | AID 652154 | inhibition, % at 12.6 µM | hit rate 1.2% among 360,000 | RMG-I TPO-luciferase reporter, SteadyGlo, 24 h;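 active = mean replicate inhibition at least 60% with every replicate also reaching 60%; inconclusive = only one of the two criteria is met; inactive = mean below 60% and not all replicates reaching 60%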;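 also: luciferase light reporting Pax8 driven TPO promoter activity; plate controls were median of neutral control wells for no effect and mitoxantrone controls for full effect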
EWS-Fli block: EWS/Fli transcriptional activity inhibition. inhibition, % at 12.6 µM. hit rate 0.67% among 350,000. A673 NR0B1-luciferase reporter, viability-normalised;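 active = mean inhibition of at least 50% after viability correction, with every replicate also passing that limit; inconclusive = mean reaches 50% but only one of two replicates passes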;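 also: firefly luciferase signal divided by Alamar Blue viability fluorescence both relative to DMSO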
Numbers without * were called inactive; ? = inconclusive; . = no result given; & = joins results of further samples; [ ] = another dose, or the depositor's remark.

SMILES | PGC1a acetyl inh | LGR2 antag | Casp6 inh | miR122 inh | Cneo AK release | FN deposit inh | PAX8 reporter | EWS-Fli block
O=S(=O)(N[C@@H]1CC[C@@H](CCn2cc(C3(O)CCCC3)nn2)O[C@H]1CO)c1ccc(Cl)cc1 | 34 | 30 | 0 | -2[16.7 µM] | -3 | . | 14 | -6
COc1cccc(N2C(=O)CC(c3c[nH]c4ccccc34)C2=O)c1 (centres undefined) | -3 | . | . | 8 | -7 | -7 | 17 | .
CCCNC(=O)N1CC2(CCN(CC3CC3)CC2)c2c([nH]c3cc(OC)ccc23)[C@H]1CO | . | 23 | -3 | . | . | . | -7 | 5
OC[C@H]1Nc2ccc(C#Cc3ccc(F)cc3)cc2[C@@H]2[C@H]1CCN2Cc1ccc2c(c1)OCO2 | -18 | 5 | 2 | -9[16.7 µM] | 20 | 9 | -15 | 0
COc1cc(/C=C/C(=O)OCC(=O)NCc2ccccc2OC)ccc1O | . | 4 | -4 | . | . | 7 | 10 | 6
COc1cccc(CN(C)C[C@@H]2OCc3cn(nn3)CCCC(=O)N([C@H](C)CO)C[C@H]2C)c1 | -2 | 6 | -1 | 4[16.7 µM] | 4 | -3 | . | 1
Cc1ccccc1S(=O)(=O)N1C[C@@H](O)COC[C@@H]2O[C@@H](CC(=O)NCCc3ccccc3)CC[C@H]21 | 4 | 12 | -13 | -10[16.7 µM] | -1 | -1 | 8 | 4
CC1=CN2C(=N)/C(=C/c3ccc(Sc4ccc(C)cc4)o3)C(=O)N=C2S1 | . | . | -3 | . | . | -3 | -6 | -8
CCc1cc2c(-c3ccccc3)cc(=O)oc2cc1OC(=O)c1cccs1 | . | 3 | -1 | . | . | -3 | -7 | 18
Cc1nc2c3ccccc3nc(NNC(=O)CCC(=O)N3CCN(c4ccc(F)cc4)CC3)n2n1 | 12 | -9 | 2 | -1 | 0 | 9 | -18 | 5
CCOC(=O)Cc1csc(NC(=O)CSc2nc(=O)[nH]c3c2CCCC3)n1 | . | -17 | -2 | -2 | -1 | -7 | 24 | 4
O=C(Nc1cccc(NC(=O)c2ccco2)c1)c1ccc2c(c1)OCO2 | -1 | . | 5 | -16 | -2 | . | . | -9
COc1ccccc1NC(=O)N(C)C[C@H]1Oc2ncc(C#CC(C)C)cc2C(=O)N([C@@H](C)CO)C[C@@H]1C | 4 | -2 | 1 | 22[16.7 µM] | 2 | -2 | 5 | -8
CCC(C)NS(=O)(=O)c1ccc(NC(=O)C2CCN(C(=O)c3ccco3)CC2)cc1 (centres undefined) | . | 2 | 3 | 0 | 13 | -3 | 5 | 11
CCc1nnc(NS(=O)(=O)c2ccc(NC(=O)c3ccco3)cc2)s1 | 1 | 7 | -1 | -3 | -1 | -10 | 10 | 5
O=C(CN1C(=O)NC2(CCCCCC2)C1=O)NCCc1ccccc1 | 2 | -2 | -2 | -3 | -1 | 1 | -3 | -5
COc1ccc(NC(=O)N(C)C[C@H]2Oc3ccc(NC(=O)Nc4ccc(F)cc4)cc3C(=O)N([C@H](C)CO)C[C@@H]2C)cc1 | 9 | 19 | 3 | -4[16.7 µM] | 1 | . | . | -5
COc1ccccc1NC(=O)N1C[C@H]2[C@@H](c3ccccc31)[C@H](CO)N2C(=O)C1CCCC1 | -3 | 13 | -2 | 25[16.7 µM] | 1 | 4 | 22 | -10
C[C@@H]1CN([C@@H](C)CO)S(=O)(=O)c2ccc(-c3ccc(C(=O)N(C)C)cc3)cc2O[C@H]1CN(C)Cc1ccccc1C(=O)O | 0 | 10 | 1 | . | . | 4 | -20 | 10
CC(C)NC(=O)N(C)C[C@H]1OCc2cnnn2CCCC(=O)N([C@@H](C)CO)C[C@H]1C | ? | 5&-21 | 6&-2 | 1 | 1&0 | -13&-3 | -43&-9 | 2&-6

Four structures from above, ordered by heavy-atom count, rising:
SMILES | PGC1a acetyl inh | LGR2 antag | Casp6 inh | miR122 inh | Cneo AK release | FN deposit inh | PAX8 reporter | EWS-Fli block
CCc1nnc(NS(=O)(=O)c2ccc(NC(=O)c3ccco3)cc2)s1 | 1 | 7 | -1 | -3 | -1 | -10 | 10 | 5
CCOC(=O)Cc1csc(NC(=O)CSc2nc(=O)[nH]c3c2CCCC3)n1 | . | -17 | -2 | -2 | -1 | -7 | 24 | 4
COc1ccccc1NC(=O)N1C[C@H]2[C@@H](c3ccccc31)[C@H](CO)N2C(=O)C1CCCC1 | -3 | 13 | -2 | 25[16.7 µM] | 1 | 4 | 22 | -10
C[C@@H]1CN([C@@H](C)CO)S(=O)(=O)c2ccc(-c3ccc(C(=O)N(C)C)cc3)cc2O[C@H]1CN(C)Cc1ccccc1C(=O)O | 0 | 10 | 1 | . | . | 4 | -20 | 10

(next part)
SMILES | PGC1a acetyl inh | LGR2 antag | Casp6 inh | miR122 inh | Cneo AK release | FN deposit inh | PAX8 reporter | EWS-Fli block
COc1cccc(C(=O)N/N=C/c2ccc(OC3CSC3)cc2)c1 | -9 | -41 | . | -1 | 3 | . | . | .
COC(=O)C1(NC(=O)NC23CC4CC(CC(C4)C2)C3)CCCCC1 | . | -16 | 0 | . | . | 5 | -11 | 2
O=C(c1cnc(Cl)c(Cl)c1)N1CCN(S(=O)(=O)c2cccs2)CC1 | -9 | 0 | 1 | -6 | 1 | . | 12 | -2
CC(=O)Nc1ccc2c(c1)C(=O)N(C)[C@@H]1CC[C@H](CC(=O)NC3CCCCC3)O[C@H]1CO2 | -5 | -6 | . | -33[16.7 µM] | -2 | -3 | -10 | -6
CCOC(=O)c1cc(-c2ccccc2)nc2c(O)cccc12 | . | -6 | 0 | . | . | . | -14 | 0
Cn1[nH]c(C(F)(F)F)c(C=NCc2ccc(Cl)cc2)c1=O | . | 11 | -3 | -2 | -1 | 1 | -11 | 8
C[C@@H]1CN([C@@H](C)CO)C(=O)c2cc(NS(=O)(=O)c3cn(C)cn3)ccc2O[C@@H]1CN(C)C(=O)NC1CCCCC1 | -4 | -3 | 2 | -2[16.7 µM] | -2 | -2 | . | -7
CC1CCCN(c2ccc(C(=O)Nc3ccc4c(c3)OCO4)cc2[N+](=O)[O-])C1 (centres undefined) | -21 | -6 | . | -4 | 0 | 16 | -14 | .
COc1ccc(S(=O)(=O)Nc2ccc3c(c2)[C@@H]2C[C@@H](CC(=O)O)O[C@H](CO)[C@@H]2O3)cc1 | 5 | -5 | 3 | 3[16.7 µM] | -7 | 5 | . | 8
CC(C)C#Cc1cnc2c(c1)C(=O)N([C@H](C)CO)C[C@H](C)[C@H](CN(C)Cc1ccccc1F)O2 | 5 | -1 | 9 | -1[16.7 µM] | -5 | -19 | . | 8
CC1CCC(=NNC(=O)c2ccccc2-n2cccc2)CC1 (centres undefined) | . | 19 | 0 | . | -2 | 5 | 5 | -2
COC(=O)c1cc(=O)c2c(C)nc(C(Cl)(Cl)Cl)nc2[nH]1 | 3 | -13 | -11 | 4 | . | 4 | 3 | 3
CCN(CCNC(=O)C1CCCN(Cc2nc(-c3ccc(OC)cc3)oc2C)C1)c1ccccc1 (centres undefined) | 1 | . | . | -3 | -1 | . | 24 | .
COc1ccc(NC(=O)N(C)C[C@H]2Oc3c(NC(=O)NC4CCCCC4)cccc3C(=O)N([C@H](C)CO)C[C@H]2C)cc1 | 2 | -2 | -10 | 3[16.7 µM] | 4 | . | 2 | .
O=C(CN1C(=O)c2ccccc2C1=O)NCc1ccc(N2CCOCC2)cc1 | 6 | 6 | 0 | -4 | 1 | 0 | 3 | 5
O=c1c(O[C@H]2O[C@@H](CO)[C@H](O)[C@@H](O)[C@@H]2O)c(-c2ccc(O)cc2)oc2cc(O)cc(O)c12 | 9 | -3 | 23 | -7 | -1 | -4 | -19 | 2
CCCN(C(=O)CSCc1ccc(C)cc1)c1c(N)n(Cc2ccccc2)c(=O)[nH]c1=O | . | -1 | 2 | . | . | . | 17 | -1
CC1(C(=O)NCc2ccc(F)c(F)c2)Cc2c(-c3cccc(C(N)=O)c3)ccnc2O1 (centres undefined) | -5 | -14 | 5 | 2 | 1 | 10 | 12 | 21
Cc1cccc(NC(=S)NCCC(c2ccccc2)c2ccccc2)c1 | . | 13 | 0 | . | . | 0 | 15 | 3
CCc1ccc(NC2Nc3cc(C)nn3S2)cc1 (centres undefined) | . | -52 | . | -2 | -6 | -10 | -211 | .
C[C@@H]1CN([C@@H](C)CO)C(=O)Cc2cc(NS(C)(=O)=O)ccc2O[C@H]1CN(C)Cc1ccc(-c2ccccc2)cc1 | -12 | 15 | 6 | 1[16.7 µM] | -8 | . | 29 | .
C[C@@H]1CN([C@@H](C)CO)C(=O)Cc2cc(NC(=O)Nc3ccc4c(c3)OCO4)ccc2O[C@@H]1CN(C)S(=O)(=O)c1cccs1 | 0 | 11 | . | -2[16.7 µM] | 3 | . | -13 | 4
COC(=O)[C@@]1(Cc2ccc(F)cc2)[C@H]2c3cc(C(=O)N4CCCC4)n(CCc4c[nH]c5ccc(OC)cc45)c3C[C@H]2CN1C(=O)c1ccccc1 | . | 1 | -2 | . | . | 0 | 57 | 11
O=C(c1ccc(F)cc1)N1CC(=O)N2[C@H](CO)[C@H](c3ccc(-c4cccnc4)cc3)[C@H]2C1 | 6 | -7 | 0 | . | . | . | 2 | 14
COc1cccc(C2=NOC(C(=O)N3CCN(Cc4ccccc4)CC3)C2)c1OC (centres undefined) | 4 | -31 | . | -1 | 0 | 8 | . | .
COc1ccc(C)cc1NC(=O)C1CCN(S(=O)(=O)c2cccc3cccnc23)CC1 | -13 | -8 | -2 | 1 | 1 | -10 | 41 | 6
Cc1ccc(S(=O)(=O)N2CCOC23CCN(S(=O)(=O)c2cccs2)CC3)cc1 | . | 3 | -5 | . | -1 | 2 | -7 | 8
CCOc1ccc(Nc2nc(Cc3nnc(SCC(=O)O)o3)cs2)cc1 | 3 | 11 | . | 0 | -1 | . | . | .
Cc1ccc(N(CCC(=O)O)S(=O)(=O)c2cccc(C(F)(F)F)c2)cc1 | -1 | 15 | 1 | 2 | -3 | -4 | -10 | 4
CCOC(=O)c1c(NC(=O)COC(=O)Cc2c[nH]c3ccccc23)sc(C(=O)N(C)C)c1C | . | -13 | 2 | . | 6 | 1 | 15 | 5
O=C1CC(N2CCc3ccccc32)C(=O)N1c1ccccc1 (centres undefined) | 2 | -14 | 4 | -6 | -7 | 3 | 9 | -28
O=C(NC1CC1)C1CCCN1C(=O)NC1CCCCC1 (centres undefined) | 5 | 13 | 0 | . | . | 4 | 5 | 8
COc1ccccc1C1CC(=O)Nc2cc3c(cc21)OCCO3 (centres undefined) | -12 | -2 | 0 | 31 | 1 | . | . | 40
Cc1ccc(S(=O)(=O)Nc2cccc3c2O[C@H](CN(C)Cc2ccc(Oc4ccccc4)cc2)[C@H](C)CN([C@H](C)CO)C3=O)cc1 | -3 | 27 | . | 40[16.7 µM] | -3 | . | -34 | 14
CCO[C@@H]1OC(C(=O)NCc2nc3ccccc3[nH]2)=C[C@H](c2ccc(C(F)(F)F)cc2)[C@H]1CCCO | . | 12 | -1 | -17 | -3 | -9 | 14 | -10
O=S(=O)(c1ccc(Cl)cc1)c1nc(-c2ccco2)oc1N1CCOCC1 | 5 | 11 | 1 | -3 | . | 2 | -6 | -17
CCOC(=O)N1CCC(n2c(SCC(=O)OCc3ccccc3)nc3ccsc3c2=O)CC1 | -20 | 7 | . | -31 | 0 | -4 | . | .
